DAX1 inh-1: inhibits human nuclear receptor DAX1 | P51843 | HEK293 Gal4-DAX1 luciferase reporter, luminescence | inhibition, % at 6.75 µM | actives 0.99% (n = 340,000) | AID 504766;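 active means inhibition above the mean over all tested compounds plus 3 SD, cut at about 4.2% in these data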;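 further: 0% = DAX1-transfected cells with DMSO and 100% = empty-vector control cells with DMSO; inhibition shows as a rise in luminescence from relieved DAX1 repression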
Target sequence (P51843 207-470 limits assumed): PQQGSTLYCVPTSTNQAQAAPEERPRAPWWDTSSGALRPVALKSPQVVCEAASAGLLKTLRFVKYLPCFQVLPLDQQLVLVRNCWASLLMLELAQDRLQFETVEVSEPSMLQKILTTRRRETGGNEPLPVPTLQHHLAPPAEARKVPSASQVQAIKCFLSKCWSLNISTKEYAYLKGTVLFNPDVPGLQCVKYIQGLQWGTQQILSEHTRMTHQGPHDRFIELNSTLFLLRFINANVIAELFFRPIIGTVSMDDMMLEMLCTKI
DAX1 inh-2: inhibitors of DAX1 repression of SF-1 activated StAR promoter; HEK293T StAR-luciferase reporter, SF-1/DAX-1 repression relief; inhibition, % at 6.8 µM; actives 1.1% (n = 370,000); AID 652010;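 active means inhibition above the mean over all tested compounds plus 3 SD, cut at about 3.6% in these data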;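 further: 0% = DAX-1 cells with DMSO and 100% = cells lacking DAX-1 with DMSO; higher inhibition means more luminescence from relief of DAX-1 repression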
SMARCA2 activ: increases SMARCA2 function in MMTV reporter cells; MG213 cells, MMTV-luciferase reporter, dexamethasone, overnight; actives 1% (n = 370,000); activation, % at 9.1 µM; in the data active means activation above about 7.8%;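 further: 0% = vehicle wells and 100% = reference activator wells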
MBD2 DNA inh: MBD2-methylated oligo binding inhibition; Q9UBB5; TR-FRET, MBD2 binding to methylated oligonucleotide; inhibition, % at 4.4 µM; actives 0.31% (n = 370,000); AID 686964; in the data active means inhibition above about 13%
hgDAF-12 ag: activates the H. glycines DAF-12 receptor ligand-binding domain; HEK293 GAL4-hgDAF12 UAS-luciferase reporter, agonist luminescence; normalized to butyrate control; activation, % at 6.8 µM; actives 1.8% (n = 370,000);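 active means activation above a cutoff set at the mean of all screened compounds plus 3 SD, cut at about 10% in these data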;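 further: 0% = DMSO wells and 100% = sodium butyrate wells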
hcDAF-12 act: activators of H. contortus DAF-12 nuclear receptor. HEK293 hcDAF-12 lit1-tk-luc reporter, luminescence; 0% DMSO, 100% Δ7-dafachronic acid. activation, % at 6.8 µM. actives 1.4% (n = 370,000);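 active means activation above the mean of all tested compounds plus 3 SD, cut at about 5.5% in these data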;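 further: 100% = response to 3 µM Δ7-dafachronic acid high control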
ssDAF-12 act: activates DAF-12 receptor from parasite S. stercoralis | activation, % at 6.8 µM | AID 652126 | actives 1% (n = 370,000) | HEK293 ssDAF-12/GRIP1 lit1-tk-luc reporter, luminescence; % of 3 µM dafachronic acid response;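 active means activation above the mean over all tested compounds plus 3 SD, cut at about 0.9% in these data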;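 further: 0% = DMSO-only wells and 100% = 3 µM delta7-dafachronic acid wells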
ADAM17 inh: ADAM17 inhibition, QFRET primary screen | inhibition, % at 6.95 µM | AID 720648 | recombinant ADAM17, EDANS/DABCYL FRET peptide cleavage | actives 0.83% (n = 370,000) | P78536;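 active means inhibition above the mean of compounds lying between control limits plus 3 SD, set per campaign, cut at about 8.5% in these data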;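 further: 0% = DMSO-only wells as the low control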
PLCb3 inh: PLC-beta3 (human) inhibition, primary screen. Q01970. Purified PLC-beta3, fluorogenic substrate, fluorescence. inhibition, % at 12.2 µM. actives 0.18% (n = 370,000); in the data active means inhibition above about 11%;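 further: 0% = median of compound wells on plate and 100% = full blocker control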
PLC-gamma1 inh: inhibitors of human phospholipase C gamma1; inhibition, % at 12.2 µM; actives 0.84% (n = 370,000); P19174; purified PLC-gamma1, fluorogenic substrate, fluorescence; AID 720700; in the data active means inhibition above about 9.5%
Rev-erbA mod: modulates human Rev-erb alpha binding to DNA. Rev-erbα–FITC-DNA binding, fluorescence polarization, 90 min. activity, % at 10 µM. AID 1259318. actives 0.79% (n = 370,000);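 active means activity above about 14%, limit read from the data; passing the limit was not always enough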;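 further: 0% = DMSO wells with 35 nM protein and 100% = DMSO wells with 750 nM protein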
Target sequence (P20393 whole entry, looked up): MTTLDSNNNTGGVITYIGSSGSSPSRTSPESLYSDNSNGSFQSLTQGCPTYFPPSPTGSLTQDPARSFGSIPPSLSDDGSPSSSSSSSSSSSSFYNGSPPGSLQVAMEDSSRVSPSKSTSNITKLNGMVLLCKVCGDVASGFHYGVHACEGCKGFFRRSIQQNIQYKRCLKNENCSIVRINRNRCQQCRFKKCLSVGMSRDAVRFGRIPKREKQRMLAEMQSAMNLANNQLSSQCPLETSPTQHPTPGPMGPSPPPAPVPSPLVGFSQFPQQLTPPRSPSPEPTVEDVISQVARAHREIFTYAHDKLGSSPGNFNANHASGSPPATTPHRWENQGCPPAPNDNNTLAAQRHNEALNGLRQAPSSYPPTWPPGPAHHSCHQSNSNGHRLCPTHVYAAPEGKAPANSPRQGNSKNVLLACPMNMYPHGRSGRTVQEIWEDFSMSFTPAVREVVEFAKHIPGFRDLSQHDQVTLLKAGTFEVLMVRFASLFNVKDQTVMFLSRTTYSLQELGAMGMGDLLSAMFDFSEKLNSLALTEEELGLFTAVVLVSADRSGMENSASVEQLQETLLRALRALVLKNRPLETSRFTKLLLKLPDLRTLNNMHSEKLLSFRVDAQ
Active calls of the source: *.

Start of the data: the first 3 entries, ahead of the listing:
`Cc1cccc(C)c1OCc1cc(C(=O)N2CCN(C3CCCC3)CC2)no1` gave DAX1 inh-1 0.9, DAX1 inh-2 1.3, SMARCA2 activ 4, MBD2 DNA inh -1, hgDAF-12 ag 1.6, hcDAF-12 act -1.4, ssDAF-12 act -0.9, ADAM17 inh -3, PLCb3 inh -7, PLC-gamma1 inh 0 and Rev-erbA mod -6.
For CC1(C)Cc2c(sc(NC(=O)c3ccc4c(c3)OCCO4)c2C(N)=O)C(C)(C)N1 the results were DAX1 inh-1 -0.6, DAX1 inh-2 0.1, SMARCA2 activ -1, MBD2 DNA inh 0, hgDAF-12 ag -0.4, hcDAF-12 act 1.0, ssDAF-12 act -1.4, ADAM17 inh -1, PLCb3 inh -388, PLC-gamma1 inh -281 and Rev-erbA mod 4.
For N#C/C(=C\c1ccc[nH]1)C(=O)c1ccccc1 the results were DAX1 inh-1 0.1, DAX1 inh-2 0.1, SMARCA2 activ 0, MBD2 DNA inh 1, hgDAF-12 ag 2.8, hcDAF-12 act 0.4, ssDAF-12 act -1.1, ADAM17 inh -4, PLCb3 inh -7, PLC-gamma1 inh -1 and Rev-erbA mod -3.

This part in full, repeating the preview:
`Cc1cccc(C)c1OCc1cc(C(=O)N2CCN(C3CCCC3)CC2)no1` gave DAX1 inh-1 0.9, DAX1 inh-2 1.3, SMARCA2 activ 4, MBD2 DNA inh -1, hgDAF-12 ag 1.6, hcDAF-12 act -1.4, ssDAF-12 act -0.9, ADAM17 inh -3, PLCb3 inh -7, PLC-gamma1 inh 0 and Rev-erbA mod -6.
For CC1(C)Cc2c(sc(NC(=O)c3ccc4c(c3)OCCO4)c2C(N)=O)C(C)(C)N1 the results were DAX1 inh-1 -0.6, DAX1 inh-2 0.1, SMARCA2 activ -1, MBD2 DNA inh 0, hgDAF-12 ag -0.4, hcDAF-12 act 1.0, ssDAF-12 act -1.4, ADAM17 inh -1, PLCb3 inh -388, PLC-gamma1 inh -281 and Rev-erbA mod 4.
For N#C/C(=C\c1ccc[nH]1)C(=O)c1ccccc1 the results were DAX1 inh-1 0.1, DAX1 inh-2 0.1, SMARCA2 activ 0, MBD2 DNA inh 1, hgDAF-12 ag 2.8, hcDAF-12 act 0.4, ssDAF-12 act -1.1, ADAM17 inh -4, PLCb3 inh -7, PLC-gamma1 inh -1 and Rev-erbA mod -3.
CCn1c(CNC(=O)c2ccccc2OC)nnc1SCC(=O)c1ccc(F)cc1 was read as DAX1 inh-1 1.2, DAX1 inh-2 0.2, SMARCA2 activ -4, MBD2 DNA inh 4, hgDAF-12 ag 0.7, hcDAF-12 act -1.6, ssDAF-12 act -0.2, ADAM17 inh -2, PLCb3 inh -8, PLC-gamma1 inh -2 and Rev-erbA mod 9.
For CCOc1cc(/C=N/NC(=O)c2ccc(CN3CCOCC3)cc2)ccc1OCc1ccccc1 the results were DAX1 inh-1 -4.2, DAX1 inh-2 -1.7, SMARCA2 activ -3, MBD2 DNA inh 7, hgDAF-12 ag -4.6, hcDAF-12 act -4.2, ssDAF-12 act -1.4, ADAM17 inh -5, PLCb3 inh -23, PLC-gamma1 inh -18 and Rev-erbA mod 0.
For COCCCN1C(=O)C(=O)/C(=C(/O)c2ccc(OC)cc2)C1c1cccc(OC)c1 (stereo not given) the results were DAX1 inh-1 0.9, DAX1 inh-2 -0.4, SMARCA2 activ -1, MBD2 DNA inh -5, hgDAF-12 ag 0.6, hcDAF-12 act -1.6, ssDAF-12 act -0.7, ADAM17 inh 4, PLCb3 inh 1, PLC-gamma1 inh 0 and Rev-erbA mod 4.
Screening Clc1ccccc1OCCn1ccnc1 returned DAX1 inh-1 0.0, DAX1 inh-2 1.1, SMARCA2 activ 0, MBD2 DNA inh 2, hgDAF-12 ag -1.7, hcDAF-12 act -1.2, ssDAF-12 act -1.9, ADAM17 inh -1, PLCb3 inh 6, PLC-gamma1 inh -2 and Rev-erbA mod 1.
COCCN1Cc2cc(C(=O)OC)c3c(c2C1=O)c1cc(OC)ccc1n3C(=O)c1ccccc1 was read as DAX1 inh-2 -3.6, SMARCA2 activ -5, MBD2 DNA inh 4, hgDAF-12 ag -3.6, hcDAF-12 act -1.6, ssDAF-12 act -0.8, ADAM17 inh -10, PLCb3 inh -60, PLC-gamma1 inh -39 and Rev-erbA mod 3.
For COc1ccc(CNC(=O)CC2C[C@H](C(=O)N3CCOCC3)[C@@]3(C)c4[nH]c5ccccc5c4CCN3C2=O)cc1OC (stereo not given in full) the results were DAX1 inh-1 -1.3, DAX1 inh-2 2.8, SMARCA2 activ -3, MBD2 DNA inh -5, hgDAF-12 ag 0.3, hcDAF-12 act -1.6, ssDAF-12 act -0.9, ADAM17 inh -1, PLCb3 inh 2, PLC-gamma1 inh 1 and Rev-erbA mod -3.
`O=C(NCc1cccnc1)c1cc(C2CCCCN2S(=O)(=O)c2ccc(F)cc2F)on1` (stereo not given) gave DAX1 inh-2 0.4, SMARCA2 activ -1, MBD2 DNA inh 2, hgDAF-12 ag -2.5, hcDAF-12 act -1.3, ssDAF-12 act -1.0, ADAM17 inh -5, PLCb3 inh 1, PLC-gamma1 inh 2 and Rev-erbA mod 3.
`Cc1ccc(NC(=O)COC(=O)C2CC(=O)N(Cc3ccccc3)C2)cc1F` (stereo not given) gave DAX1 inh-1 2.2, DAX1 inh-2 0.3, SMARCA2 activ -1, MBD2 DNA inh -1, hgDAF-12 ag -3.0, hcDAF-12 act -1.0, ssDAF-12 act -2.0, ADAM17 inh 0, PLCb3 inh 2, PLC-gamma1 inh 0 and Rev-erbA mod -4.
For O=C(NCCN1CCCC1)c1ccc2c(c1)N(Cc1ccc(F)cc1)C(=O)c1ccccc1S2=O (stereo not given) the results were DAX1 inh-1 -0.5, DAX1 inh-2 0.1, SMARCA2 activ 1, MBD2 DNA inh -3, hgDAF-12 ag 1.1, hcDAF-12 act 0.0, ssDAF-12 act -1.3, ADAM17 inh 0, PLCb3 inh 0, PLC-gamma1 inh 0 and Rev-erbA mod -4.
`C=C(C)c1cccc(C(C)(C)NC(=O)N2CCOCC2)c1` gave DAX1 inh-1 -0.2, DAX1 inh-2 1.0, SMARCA2 activ -2, MBD2 DNA inh -2, hgDAF-12 ag -1.7, hcDAF-12 act 1.0, ssDAF-12 act -1.2, ADAM17 inh -2, PLCb3 inh 2, PLC-gamma1 inh 0 and Rev-erbA mod 4.
CCC(C)(C)n1nnnc1C(c1ccc(C)cc1)N(Cc1ccco1)Cc1cccs1 (stereo not given) was read as DAX1 inh-1 0.7, DAX1 inh-2 -1.2, SMARCA2 activ -1, MBD2 DNA inh -3, hgDAF-12 ag 0.9, hcDAF-12 act -1.7, ssDAF-12 act -1.1, ADAM17 inh 9.4*, PLCb3 inh 4, PLC-gamma1 inh 3 and Rev-erbA mod 7.
Screening Nc1cccc2c(=O)c3ccccc3[nH]c12 returned DAX1 inh-1 -0.4, DAX1 inh-2 -0.3, SMARCA2 activ -3, MBD2 DNA inh -10, hgDAF-12 ag 2.8, hcDAF-12 act -0.8, ssDAF-12 act 0.7, ADAM17 inh -46, PLCb3 inh -185, PLC-gamma1 inh -110 and Rev-erbA mod -1.
Cc1ccc(C(=O)NC(=S)NCc2cccnc2)cc1C was read as DAX1 inh-1 -0.6, DAX1 inh-2 -2.1, SMARCA2 activ 3, MBD2 DNA inh -6, hgDAF-12 ag 1.6, hcDAF-12 act -1.4, ssDAF-12 act -0.7, ADAM17 inh -2, PLCb3 inh -5, PLC-gamma1 inh 1 and Rev-erbA mod 2.
For O=C(c1ccc2c(c1)OCCO2)C1CCN(S(=O)(=O)c2ccc(F)cc2)CC1 the results were DAX1 inh-1 -0.4, DAX1 inh-2 -0.9, SMARCA2 activ -2, MBD2 DNA inh 4, hgDAF-12 ag -0.7, hcDAF-12 act -2.5, ssDAF-12 act -1.9, ADAM17 inh -3, PLCb3 inh 6, PLC-gamma1 inh 6 and Rev-erbA mod -1.
Screening COc1ccc2nc(NC(=O)C3CCCN(S(=O)(=O)c4cccc5nonc45)C3)sc2c1 (stereo not given) returned DAX1 inh-1 -0.8, DAX1 inh-2 -0.6, SMARCA2 activ 0, MBD2 DNA inh -3, hgDAF-12 ag 1.3, hcDAF-12 act -0.1, ssDAF-12 act -1.4, ADAM17 inh -3, PLCb3 inh -3, PLC-gamma1 inh 10* and Rev-erbA mod 0.
COc1ccccc1CN1[C@@H](CC(=O)O)c2cc(F)ccc2S1(=O)=O was read as DAX1 inh-1 -1.0, DAX1 inh-2 0.7, SMARCA2 activ -1, MBD2 DNA inh -1, hgDAF-12 ag 0.9, hcDAF-12 act -1.1, ssDAF-12 act -0.8, ADAM17 inh 6, PLCb3 inh 5, PLC-gamma1 inh 4 and Rev-erbA mod -2.
For Cn1cc(C(=O)N/N=C/c2c(O)ccc3ccccc23)ccc1=O the results were DAX1 inh-1 -3.7, DAX1 inh-2 -2.6, SMARCA2 activ -2, MBD2 DNA inh -10, hgDAF-12 ag -5.5, hcDAF-12 act -3.1, ssDAF-12 act -1.9, ADAM17 inh -16, PLCb3 inh -53, PLC-gamma1 inh -34 and Rev-erbA mod -11.
`COc1cc(CC(=O)OCC(=O)NC2CCCCC2C)cc(OC)c1OC` (stereo not given) gave DAX1 inh-1 -0.3, DAX1 inh-2 1.1, SMARCA2 activ -2, MBD2 DNA inh -1, hgDAF-12 ag 0.2, hcDAF-12 act -0.9, ssDAF-12 act -1.3, ADAM17 inh 1, PLCb3 inh -2, PLC-gamma1 inh 0 and Rev-erbA mod 5.
Screening Nc1nc(NC(=O)c2ccc(Cl)cc2)nn1-c1ccccc1 returned DAX1 inh-1 1.2, DAX1 inh-2 -0.2, SMARCA2 activ 3, MBD2 DNA inh -5, hgDAF-12 ag 2.7, hcDAF-12 act -0.5, ssDAF-12 act -1.2, ADAM17 inh -2, PLCb3 inh 3, PLC-gamma1 inh 2 and Rev-erbA mod -3.
For Cc1ccc(CNS(=O)(=O)c2c(C)[nH]c(=O)[nH]c2=O)cc1 the results were DAX1 inh-1 2.6, DAX1 inh-2 0.1, SMARCA2 activ 0, MBD2 DNA inh -1, hgDAF-12 ag -0.2, hcDAF-12 act -0.7, ssDAF-12 act -0.8, ADAM17 inh -5, PLCb3 inh -3, PLC-gamma1 inh 1 and Rev-erbA mod -8.
COc1ccc(-n2c(NCCN(C)C)nc3sc4c(c3c2=O)CCCCC4)cc1 was read as DAX1 inh-1 0.5, DAX1 inh-2 0.6, SMARCA2 activ 3, MBD2 DNA inh 3, hgDAF-12 ag 0.7, hcDAF-12 act -1.4, ssDAF-12 act -0.8, ADAM17 inh -5, PLCb3 inh -1, PLC-gamma1 inh 0 and Rev-erbA mod -3.
COC(OC)c1ccnc(-c2ccc(OC(=O)c3ccccc3)cc2)n1 was read as DAX1 inh-1 2.0, DAX1 inh-2 -0.5, SMARCA2 activ -1, MBD2 DNA inh -2, hgDAF-12 ag -0.1, hcDAF-12 act -1.3, ssDAF-12 act -1.1, ADAM17 inh 1, PLCb3 inh 2, PLC-gamma1 inh 0 and Rev-erbA mod 0.

High-throughput results deposited in PubChem by several laboratories.
